From PubChem BioAssay
GIRK2 act: GIRK2 channel activators by thallium flux. P48051. HEK293 GIRK2/NPY4 cells, thallium flux fluorescence. activation (% efficacy), % for hits at 37.5 µM. 34,000 tested, under 10 active;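 active means primary screen hit, no activity in plain HEK293 cells, and in GIRK2-only cells above 5% efficacy rising with concentration; inactive means the rest, including fluorescent compounds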;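 further: efficacy is normalized control-subtracted fluorescence 15 s after thallium addition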
Target sequence (P48051 whole entry, looked up): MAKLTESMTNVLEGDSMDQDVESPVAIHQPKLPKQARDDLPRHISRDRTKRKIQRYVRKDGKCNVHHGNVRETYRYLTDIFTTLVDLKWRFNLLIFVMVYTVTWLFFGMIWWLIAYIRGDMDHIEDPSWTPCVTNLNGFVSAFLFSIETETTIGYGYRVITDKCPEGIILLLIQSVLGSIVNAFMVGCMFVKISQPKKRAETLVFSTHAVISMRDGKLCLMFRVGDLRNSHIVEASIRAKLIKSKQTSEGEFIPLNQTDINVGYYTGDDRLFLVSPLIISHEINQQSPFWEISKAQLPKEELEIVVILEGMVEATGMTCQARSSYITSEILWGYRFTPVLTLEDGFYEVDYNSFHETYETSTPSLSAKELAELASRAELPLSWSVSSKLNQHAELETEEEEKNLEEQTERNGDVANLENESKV
An asterisk follows results filed as active; i = inactive.

#	molecule	GIRK2 act
1	O=C1CCc2cc(S(=O)(=O)N3CCN(Cc4ccccc4)CC3)cc3c2N1CC3	i
2	COc1cc(-c2cc(C(=O)O)c3[nH]c(C)nc3n2)cc(OC)c1O	i
3	O=C(NCC(O)c1cccc2ccccc12)c1ccc(OC(F)(F)F)cc1 (stereo not drawn)	i
4	COc1ccc(C(O)=C2C(=O)C(=O)N(CCCN(C)C)C2c2ccccn2)cc1 (stereo not drawn)	i
5	CN(C)CCCNc1oc(-c2ccco2)nc1S(=O)(=O)c1ccc(Cl)cc1	i
6	Cc1cccc(NC(=O)CSc2cc(C)c(C#N)c3nc4ccccc4n23)c1	i
7	COc1ccc(OC)c(S(=O)(=O)NCC(C)(O)c2ccc3c(c2)OCO3)c1 (stereo not drawn)	i
8	COc1ccc(Cl)cc1NC(=O)Nc1c(C)nc2ccccn2c1=O	i
9	O=S(=O)(NCCOc1ccc(-c2cccs2)nn1)c1ccc(Cl)s1	i
10	CCOC(=O)c1ccccc1NC(=O)C1CCN(c2ccc(-c3cccs3)nn2)CC1	i
11	COc1ccc(-c2cc(=O)n(CC(=O)NCCc3ccccc3OC)cn2)cc1	i
12	CCOc1nn(CC)cc1-c1nnc(SCC(=O)N2CCC(C)CC2)n1CC	i
13	O=C(Cc1csc(SCC(=O)c2ccc3c(c2)OCO3)n1)NC1CC1	i
14	COc1ccc(-c2cc(C(=O)N3CCCC3)c3c(C)nn(C4CCS(=O)(=O)C4)c3n2)cc1 (stereo not drawn)	i
15	Cc1nc(NC(=O)Cn2c(-c3cnccn3)nc3ccccc32)sc1C(=O)N(C)C	i
16	Cc1nc(NCCCn2ccnc2)nc(NCc2ccco2)c1[N+](=O)[O-]	i
17	COCC(=O)NCC1CCN(C(=O)c2cccnc2SC)CC1	i
18	CC(C)Sc1ccc(CC(=O)NC2CNC(=O)C2)cc1 (stereo not drawn)	i
19	COc1cccc(C(=O)NNC(=O)c2cccn(Cc3ccc(F)cc3)c2=O)c1	i
20	Cn1c(=O)[nH]c(=O)c2c1nc(Br)n2CC(=O)C(C)(C)C	i

3 compounds drawn at random from the list so far, as already listed:
#	molecule	GIRK2 act
10	CCOC(=O)c1ccccc1NC(=O)C1CCN(c2ccc(-c3cccs3)nn2)CC1	i
8	COc1ccc(Cl)cc1NC(=O)Nc1c(C)nc2ccccn2c1=O	i
4	COc1ccc(C(O)=C2C(=O)C(=O)N(CCCN(C)C)C2c2ccccn2)cc1 (stereo not drawn)	i

Additional compounds follow:
#	molecule	GIRK2 act
21	COc1ccc(Cl)cc1NC(=O)N1CCCC(c2nn(C)c(=O)n2-c2ccccc2)C1 (stereo not drawn)	i
22	Nc1nc(CSc2nc3ccc([N+](=O)[O-])cc3[nH]2)cs1	i
23	O=C(c1csc(Nc2ccccc2)n1)N1CCN(C(=O)c2ccco2)CC1	i
24	CC(=O)c1sc(NC(=O)CS(=O)(=O)Cc2ccccc2)nc1C	i
25	O=S(=O)(/C=C/c1ccccc1)NCC#CCN1CCc2ccccc2C1	i
26	Cc1cccc(-c2noc(-c3cn(CC(=O)Nc4ccc(C)c(C)c4)c4nc(C)ccc4c3=O)n2)c1	i
27	O=C(Cn1cnc(-c2ccccc2)cc1=O)NCCc1c[nH]c2ccccc12	i
28	O=C(Cc1ccc(Cl)cc1)Nc1ccc(CC(=O)N2CCCC2)cc1	i
29	CCOc1ccc(S(=O)(=O)NCCN2CCC(c3cccs3)CC2)cc1C	i
30	COc1ccc(-c2noc(-c3ccc(=O)n(CC(=O)Nc4ccc(Br)cc4)c3)n2)cc1	i
31	Cc1ccc(NC(=O)C(=O)NCC2CCN(S(C)(=O)=O)CC2)cc1F	i
32	Cn1cccc1C(CNC(=O)c1c(F)cccc1Cl)N1CCOCC1 (stereo not drawn)	i
33	O=C(Cc1cc(-c2ccc3c(c2)OCO3)on1)NCCN1CCOCC1	i
34	COC(=O)N1CCC(CNC(=O)Cc2cccc(C)c2)CC1	i
35	O=C(Nc1cccc(Cl)c1Cl)c1ccc(=O)n(Cc2cccc([N+](=O)[O-])c2)c1	i
36	CC(=O)N1CCN(S(=O)(=O)c2ccc(C(=O)Nc3nncs3)cc2)CC1	i
37	CC(C)Sc1nc2c(c(=O)[nH]1)C(c1ccncc1)C1=C(CC(C)(C)CC1=O)N2 (stereo not drawn)	i
38	CS(=O)(=O)N1CCC(C(=O)Nc2nc(-c3cc([N+](=O)[O-])cs3)cs2)CC1	i
39	COC(=O)c1ccc(NC(=O)c2cc(-c3cccs3)nn2C)cc1	i
40	CCCCS(=O)(=O)NCC1CCN(c2ncccn2)CC1	i
41	O=C(NCc1ccccn1)C1(c2cc(-c3cccs3)on2)CC1	i
42	O=C(NCC1(O)CCCC1)c1ccc(Cl)cc1Cl	i
43	Cc1cc(NC(=O)CSc2nc3ccccc3c(=O)n2CCCC(=O)NCc2ccco2)n[nH]1	i
44	O=C(Nn1cnc2c(cnn2-c2ccccc2)c1=O)C1CCCO1 (stereo not drawn)	i
45	O=C(NCCCn1nc(-c2ccc(Cl)cc2)ccc1=O)Nc1ccc(F)c(F)c1	i
46	COc1cc(C(=O)Nc2noc3ncccc23)cc(OC)c1OC	i
47	O=C(CN1CC(c2nc(-c3ccsc3)no2)C1)NCCc1ccccc1	i
48	CCOc1ccc2nc(NC(=O)CCc3csc(NS(=O)(=O)c4ccccc4)n3)sc2c1	i
49	Cn1cccc1CN(C(=O)c1ccc(Cl)c(Cl)c1)C1CC1	i
50	O=C(NCc1ccsc1)C(=O)Nc1ccc(F)c(Cl)c1	i
51	CSc1ncccc1C(=O)N1CCC(CNC(=O)/C=C/c2ccccc2)CC1	i
52	CS(=O)(=O)NCC1CCN(C(=O)/C=C/c2ccco2)CC1	i
53	CCN(C1CCCCC1)S(=O)(=O)c1ccc(C(=O)Nc2ccc([N+](=O)[O-])cc2OC)cc1	i
54	COc1cccc(C(=O)NCCCCN2CCOC(c3ccccc3)C2)c1 (stereo not drawn)	i
55	Cc1ccc(Cl)c2sc(NC(=O)C3CCN(S(C)(=O)=O)CC3)nc12	i
56	COc1ccc(N2C(=O)N(c3cccc(Br)c3)C3CS(=O)(=O)CC32)cc1 (stereo not drawn)	i
57	COc1ccc(OC)c(COCC(O)CN2CCC(Cc3ccccc3)CC2)c1 (stereo not drawn)	i
58	NCC(O)(c1ccco1)C1CC1 (stereo not drawn)	i
59	Cc1cc(C)c(NC(=O)C(=O)NCC(O)C2CCCCC2)c(C)c1 (stereo not drawn)	i
60	COc1cn(CC(=O)Nc2cc(C)cc(C)c2)c(CSc2ccc(Cl)cc2)cc1=O	i
61	CCCCCCCCCn1c(N2CCNCC2)nc2c1c(=O)[nH]c(=O)n2C	9.0%*
62	COc1ccccc1Cc1noc(C2CN(CC(=O)NC3CC3)C2)n1	i
63	COc1ccc(-c2cc(CC(=O)Nc3ccccc3F)no2)cc1OC	i
64	COCC(C)(O)CNC(=O)c1cccc(OC)c1OC (stereo not drawn)	i
65	O=C(Nn1cnc2c(cnn2-c2ccccc2)c1=O)c1cccc(C(F)(F)F)c1	i
66	CCOC(=O)N1CCN(C(=O)CCc2csc(NC(=O)c3ccc(Cl)cc3)n2)CC1	i
67	COc1ccc(-c2cc(=O)n(CC(=O)Nc3ccc(F)cc3)cn2)cc1	i
68	O=C(NCC(O)c1ccsc1)c1cc(C(F)(F)F)cc(C(F)(F)F)c1 (stereo not drawn)	i
69	CCOc1ccc(NS(=O)(=O)c2cccc(OC)c2)cc1	i
70	CC(=O)NC1C(O)C(O)C(CO)OC1n1nc(COc2ccc(Cl)cc2)n(C2CC2)c1=S (stereo not drawn)	i
71	O=C(Nc1ccccc1NC(=O)c1cccs1)c1ccc(Br)o1	i
72	COC(=O)c1ccccc1NC(=O)Cn1c(=O)c(CNc2ccccc2)cc2ccc(OC)cc21	i
73	COc1ccc(S(=O)(=O)N2CCC(C(=O)Nc3nnc(-c4ccccc4Cl)o3)CC2)cc1	i
74	CCn1nc(C(=O)Nc2sc3c(c2C(=O)OC)CCC(C)C3)cc1C (stereo not drawn)	i
75	O=C(Cn1cnc2ccccc21)NCCn1nc(-n2cccn2)ccc1=O	i
76	COc1ccccc1NC(=O)NCCNc1cc(N2CCOCC2)nc(C)n1	i
77	COc1ccccc1N1CCN(C(=O)C2CC(=O)c3ccccc32)CC1 (stereo not drawn)	i
78	Cc1ccnc(NS(=O)(=O)N2CCCCCC2)c1	i
79	COc1ccc(OC)c(S(=O)(=O)Nc2cccc(-c3ccc(=O)n(C)n3)c2)c1	i
80	CC(C)(C)NC(=O)N1CCC(CNC(=O)c2cc(-c3ccccc3)on2)CC1	i

Further entries:
#	molecule	GIRK2 act
81	O=c1ccc(-c2cccnc2)nn1CCNS(=O)(=O)c1ccccc1	i
82	Cc1ccc(Cl)cc1NC(=O)Cn1c(=O)c(CNc2ccccc2)cc2cc3c(cc21)OCCO3	i
83	COc1ccc(NC(=O)Nc2ccc(CN3CCN(C)CC3)cc2)cc1	i
84	Cn1c(=O)c2c(nc(N3CCCCC3)n2CC(O)c2ccccc2)n(C)c1=O (stereo not drawn)	i
85	COc1ccc(-c2noc(Cn3cnc4c(nnn4-c4ccccc4)c3=O)n2)cc1OC	i
86	O=C(Nc1cccc(Cl)c1)c1ccc(=O)n(Cc2ccccc2Cl)c1	i
87	COc1ccc2nc(-c3ccc(C)c(NC(=O)c4ccccc4Cl)c3)cn2n1	i
88	O=C(COc1ccc(Cl)cc1Cl)N(Cc1ccsc1)Cc1ccccn1	i
89	COc1cc(C(=O)NCCn2ncc3c(N4CC(C)OC(C)C4)ncnc32)cc(OC)c1OC (stereo not drawn)	i
90	Cc1cc(-c2nnc(NC(=O)COc3ccccc3)o2)n(C)n1	i
91	COC(=O)c1ccc(CSc2nnc(Cc3c(C)[nH]c(=O)[nH]c3=O)o2)cc1	i
92	O=C(c1ccc(F)cc1Cl)N1CCC2(CC1)NC(=O)N(Cc1ccc(F)cc1)C2=O	i
93	O=C(COc1ccccc1F)NCC1CCN(C(=O)/C=C/c2ccco2)CC1	i
94	COc1ccc(N2CCN(C(=O)c3ccc(S(=O)(=O)N(C)C)cc3)CC2)nn1	i
95	O=C(COc1ccccc1)NCC1CCN(c2ncccn2)CC1	i
96	CCOc1cc(C(=O)Nc2ccc(CC(=O)N3CCOCC3)cc2)cc(OCC)c1OCC	i
97	COCCNC(=O)Cc1ccc(NC(=O)c2ccc(OC)c(OC)c2OC)cc1	i
98	CC(C)(C)c1ccc(C(=O)NCCS(=O)(=O)N2CCN(c3ccccn3)CC2)cc1	i
99	COc1ccc(SCCC(=O)Nc2ccc3c(c2)C(=O)NC3=O)cc1	i
100	CC(=O)Nc1cccc(NC(=O)c2ccc(=O)[nH]n2)c1	i

3 compounds out of the list, sorted by molecular weight, high to low:
#	molecule	GIRK2 act
94	COc1ccc(N2CCN(C(=O)c3ccc(S(=O)(=O)N(C)C)cc3)CC2)nn1	i
97	COCCNC(=O)Cc1ccc(NC(=O)c2ccc(OC)c(OC)c2OC)cc1	i
99	COc1ccc(SCCC(=O)Nc2ccc3c(c2)C(=O)NC3=O)cc1	i

Further structures follow:
#	molecule	GIRK2 act
101	Cc1cnc2c(c1SCCc1ccccc1)c(=O)n(C)c(=O)n2C	i
102	CCc1ccc(OCCCC(=O)Nc2nnc(C(C)C)s2)cc1	i
103	Cc1cccc(NC(=O)Cn2c(=O)n(Cc3cccs3)c(=O)c3ncccc32)c1	i
104	O=C1CC(NC(=O)c2ccc3c(c2)OCO3)CN1 (stereo not drawn)	i
105	Cc1nn(-c2ccccc2)c2sc(C(=O)NC(=S)NCC3CCCO3)cc12 (stereo not drawn)	i
106	CCN(C(=O)Cn1cnc2c(-c3ccccc3)csc2c1=O)c1ccccc1	i
107	COc1ccccc1OCC(=O)Nc1cc(C)nn1C1CCS(=O)(=O)C1 (stereo not drawn)	i
108	Cn1nc2c(c1NC(=O)Cc1cccs1)CCC2	i
109	O=C(NCCN1CCOCC1)C(=O)Nc1ccc(Cl)c(N2CCCS2(=O)=O)c1	i
110	Cn1c(=O)c2c(SCc3cccc(C(F)(F)F)c3)ccnc2n(C)c1=O	i
111	O=c1ccc(-c2ccco2)nn1Cc1cccc([N+](=O)[O-])c1	i
112	COc1ccc(Br)c(C(=O)Nc2ccc3c(c2)N(C(=O)c2cccs2)CC3)c1	i
113	COc1ccc(-c2cc3c(=O)[nH]nc(SCc4nc(-c5ccc(C)cc5)oc4C)n3n2)cc1OC	i
114	CC1(C)Cc2cccc(OCCCS(=O)(=O)NCc3ccccc3)c2O1	i
115	COc1cc(OC)cc(C(=O)NCC2(c3ccccc3)CCOCC2)c1	i
116	COc1ccc(OC)c(S(=O)(=O)NCCCn2nc(-c3ccccc3)ccc2=O)c1	i
117	CN(C)S(=O)(=O)c1ccc(C(=O)N2CCN(Cc3nc4ccccc4[nH]3)CC2)cc1	i
118	Nc1nc(SCC(=O)N2CCN(c3ccc(F)cc3)CC2)ncc1S(=O)(=O)c1cccs1	i
119	O=C(/C=C/c1ccsc1)NCCC(O)c1cccs1 (stereo not drawn)	i
120	COC(=O)CC(=O)CSc1nc2cc(C(=O)NCC(C)C)ccc2c(=O)n1CCc1ccccc1	i
121	COc1cc(C(=O)Nc2nnc(CCS(=O)(=O)c3ccccc3)o2)cc(OC)c1OC	i
122	CCNc1cc(NCCNS(=O)(=O)N(C)C)nc(C)n1	i
123	COCCN1CCc2nc(SCc3cc(C)ccc3C)[nH]c(=O)c2C1	i
124	COc1cc(C)c(C)cc1S(=O)(=O)N1CCN(c2ccc(-c3cccnc3)nn2)CC1	i
125	CCS(=O)(=O)NCCOc1ccc2nnc(-c3cccc(OC)c3)n2n1	i
126	CNC(=O)Cc1ccc(NC(=O)c2ccc(Cl)c(Cl)c2)cc1	i
127	Cn1nc2c(c1NC(=O)C1CCCN(S(=O)(=O)c3ccc(F)cc3)C1)CCC2 (stereo not drawn)	i
128	O=C(NCC1CCN(Cc2ccsc2)CC1)c1cccc(F)c1	i
129	O=c1nc(SCc2ccccc2)c2c(n1CCCO)CCCC2	i

A different layout for 2 compounds above:
128) O=C(NCC1CCN(Cc2ccsc2)CC1)c1cccc(F)c1
  GIRK2 act: i

129) O=c1nc(SCc2ccccc2)c2c(n1CCCO)CCCC2
  GIRK2 act: i

This is a subset; rates above refer to the full screens.
